INS-1E GSIS act – GLuc luminescence reporter in INS-1E cells, primary screen for activators of glucose-dependent secretion of insulin | activation, % at 16.6 µM | AID 743287 | INS-1E GLuc reporter insulin secretion, 2-3 h | hit rate 0.61% among 370,000;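 active = lowest replicate activation of at least 40%, so every replicate reaches that level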;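 also: 0% = median of neutral control wells and 100% = median of IBMX positive control wells; some compounds called inactive have numbers as strong as hits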
ERp5 block – inhibitors of human ERp5; Q15084; ERp5 insulin aggregation, absorbance 650 nm, 90 min; inhibition, % at 9.99 µM; hit rate 0.05% among 350,000; AID 651711;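 active = mean replicate inhibition above about 25%, with every replicate also reaching it, limit read from the data, passing the limit was not always enough; inconclusive = only one of those two criteria met; inactive = neither criterion met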
Target sequence (Q15084 whole entry, looked up): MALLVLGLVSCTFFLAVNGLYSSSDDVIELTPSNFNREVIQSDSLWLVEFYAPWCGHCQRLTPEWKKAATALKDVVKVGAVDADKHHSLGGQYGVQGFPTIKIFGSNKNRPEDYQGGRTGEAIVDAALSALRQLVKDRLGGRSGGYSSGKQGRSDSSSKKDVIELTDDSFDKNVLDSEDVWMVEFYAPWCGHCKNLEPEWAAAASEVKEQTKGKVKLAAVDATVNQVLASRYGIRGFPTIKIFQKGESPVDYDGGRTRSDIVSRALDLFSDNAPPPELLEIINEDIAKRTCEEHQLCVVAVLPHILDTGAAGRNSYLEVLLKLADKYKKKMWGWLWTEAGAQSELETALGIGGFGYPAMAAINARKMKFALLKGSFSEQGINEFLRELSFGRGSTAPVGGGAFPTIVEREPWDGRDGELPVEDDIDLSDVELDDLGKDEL
PAX8 inh HTS – inhibitors of PAX8 transcriptional activity in RMG-I cells; inhibition, % at 12.6 µM; RMG-I TPO-luciferase reporter, SteadyGlo, 24 h; hit rate 1.2% among 360,000; AID 652154;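 active = mean replicate inhibition at least 60% with every replicate also reaching 60%; inconclusive = only one of the two criteria is met; inactive = mean below 60% and not all replicates reaching 60%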;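 also: luciferase light reporting Pax8 driven TPO promoter activity; plate controls were median of neutral control wells for no effect and mitoxantrone controls for full effect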
DENV2 CPE rescue – inhibitors of DENV2 cytopathic effect; DENV2-infected cells, cytopathic effect rescue, plate reader; hit rate 1.7% among 350,000; CPE inhibition, % at 9.99 µM; AID 651640; in the data active = CPE inhibition above about 20%, passing the limit was not always enough; inconclusive = no clear call, values can overlap the other calls; tested in BHK-21 cells;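 also: 0% = median of neutral control wells and 100% = median of positive control wells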
F508del corr – correctors of CFTR F508del function in bronchial epithelial cells | CFBE cells, YFP halide quenching; stimulated with forskolin plus potentiator P3; % fluorescence drop versus neutral controls | hit rate 0.36% among 350,000 | AID 720511 | activity (quench increase), % at 7.58 µM;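 active = mean added fluorescence quench of at least 8% versus neutral control, with both replicates also reaching 8%; inconclusive = only one of the mean or replicate conditions met; inactive = mean below 8% and not both replicates reaching 8%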;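 also: cells transiently co-express mutant CFTR-F508del with the halide-sensitive YFP; corrector assay measuring rescue of mutant channel to the surface after 24 h compound exposure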
Xi reactivation – reactivates the inactive X chromosome in mouse fibroblasts; XiGFP mouse fibroblasts, % GFP-positive cells imaging, 3 d; cells co-treated with 5-aza-dC sensitizer; scaled so ellipticine positive control = 100%; activation, % at 7.58 µM; hit rate 0.055% among 360,000; AID 743238;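 active = mean normalized replicate activation at least 10% and every replicate at or above 10%; inconclusive = only one of the two criteria met; inactive = mean below 10% and not all replicates reach 10%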;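 also: 0% = median of on-plate neutral control wells and 100% = ellipticine 6 µM median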
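System: 68-5-11 XiGFP fibroblast line; Timing: 3 days compound exposure; Compound dosing: one concentration, pinned; Benchmarks: positive control ellipticine, 6 µM final; Buffer or medium: DMEM containing 5-aza-dC.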
ARNT TACC3 PPI – ARNT/TACC3 interaction disruption; AlphaScreen His-ARNT PAS-B/GST-TACC3 binding, luminescence; TACC3 fragment carries E629A point mutation; Q9Y6A5; inhibition, % at 9.99 µM; hit rate 0.66% among 390,000;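 active = mean inhibition of replicates at least 50% and at least half of replicates each reaching 50%; inconclusive = half or more replicates reach 50% but mean below 50%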;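 also: 0% = complete ARNT plus TACC3 wells and 100% = ARNT alone without TACC3; many hits fall short of the cut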
EWS-Fli block – EWS/Fli transcriptional activity inhibition. hit rate 0.67% among 350,000. inhibition, % at 12.6 µM. A673 NR0B1-luciferase reporter, viability-normalised;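 active = mean inhibition of at least 50% after viability correction, with every replicate also passing that limit; inconclusive = mean reaches 50% but only one of two replicates passes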;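 also: firefly luciferase signal divided by Alamar Blue viability fluorescence both relative to DMSO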
* hit, by the source's call; ? = inconclusive; . = no result given.

Molecule | INS-1E GSIS act | ERp5 block | PAX8 inh HTS | DENV2 CPE rescue | F508del corr | Xi reactivation | ARNT TACC3 PPI | EWS-Fli block
CC(C)NC(=O)N1CC[C@H]2[C@@H]1c1cc(C#Cc3ccccc3)ccc1N(C)[C@H]2CO | 15 | . | -25 | . | -0.5 | 0.3 | 8 | -9
CCCC#Cc1ccc2c(c1)O[C@@H](CN(C)C(=O)NCCC)[C@@H](C)CN([C@H](C)CO)S2(=O)=O | -8 | -7 | 0 | 0 | -0.1 | -0.3 | -4 | 3
COCCCN(C(=S)Nc1cccc(Cl)c1)C(C)c1ccncc1 (stereo not drawn) | 0 | 3 | 46 | 9 | . | 0.0 | -4 | 3
CC(=O)c1ccc(Nc2nc(C(C)N)cs2)cc1 (stereo not drawn) | . | 3 | -6 | 11 | -3.8 | -0.1 | . | -21
COc1cc(NC(=S)NC(=O)CCc2ccccc2)cc(OC)c1 | 4 | 3 | 0 | -2 | -2.9 | -0.1 | 10 | 0
C[C@@H]1CN([C@@H](C)CO)C(=O)c2cc(NC(=O)Cc3ccccc3)ccc2O[C@H]1CN(C)S(=O)(=O)c1ccc(F)cc1 | -21 | 5 | 3 | -2 | 3.4 | 0.0 | -4 | -6
CCOC(=O)c1c(NC(=O)CN2CCN(C(=O)c3ccco3)CC2)sc(C)c1C | 8 | 1 | -10 | -9 | -2.3 | 0.0 | 1 | 5
C[C@H](CO)N1C[C@H](C)[C@H](CN(C)Cc2ccccc2)Oc2c(NS(=O)(=O)c3ccccc3)cccc2C1=O | 5 | 1 | 9 | -5 | 1.2 | 0.1 | . | -10
O=S(=O)(NCCN1CCOCC1)c1cc(Cl)ccc1Cl | 8 | 4 | -2 | 4 | -0.9 | 0.0 | -2 | -1
O=C(c1cccs1)N1C[C@@H](O)[C@H](n2cc(C3CC3)nn2)C[C@@H]1c1ccc(Cl)cc1 | -10 | 3 | -5 | -1 | -3.8 | . | . | 5
CCCCN(C/C=C/c1ccccc1OC)Cc1ccccc1 | -15 | 3 | 2 | 18 | 0.2 | 0.1 | -4 | 21
CCCCCCC1CC(C)(/C(C)=N/NC(N)=O)OC1=O (stereo not drawn) | 10 | 8 | . | -4 | 0.5 | . | 16 | 13
Cc1n[nH]c(=O)c2c(NC(=O)COC(=O)Cc3c(F)cccc3Cl)oc(C)c12 | 2 | 4 | -2 | 11 | 0.7 | 0.2 | -7 | -3
C[C@H]1CN([C@@H](C)CO)C(=O)Cc2cc(N(C)C)ccc2O[C@H]1CN(C)S(=O)(=O)c1cccs1 | 6 | 4 | 1 | . | 1.3 | -1.3 | . | -12
O=C1CN(C(=O)c2ccccc2)C(c2ccccc2)c2cc(Cl)ccc2N1 (stereo not drawn) | -18 | 0 | 26 | 5 | 0.8 | 0.3 | 14 | 3
O=C(Cc1ccccc1)NC1CCSc2ccccc21 (stereo not drawn) | -10 | -5 | 5 | 10 | -2.2 | 0.0 | -3 | -15
Cc1ccc(C2=NN(C(=O)COc3ncnc4ccccc34)C(c3ccco3)C2)cc1 (stereo not drawn) | 3 | -1 | 24 | ? | -1.6 | -0.1 | -1 | -20
O=C(Nc1ccccc1)N[C@@H](Cc1ccccc1)Cn1cc(CN2C(=O)COC[C@H]2c2ccccc2)nn1 | . | 4 | -2 | 1 | -0.9 | . | 2 | -13
NC(=S)N=Nc1c(O)n(CCCl)c2ccccc12 | 7 | 2 | 8 | 5 | 0.8 | 0.0 | -1 | 22
O=C(Cc1ccc(Cl)cc1)c1c[nH]c(C(=O)NCCCn2ccnc2)c1 | -1 | 4 | 12 | 13 | -0.7 | 0.0 | -4 | 2
C[C@@H]1CN([C@H](C)CO)C(=O)c2cc(NC(=O)CCCN(C)C)ccc2O[C@H]1CN(C)S(=O)(=O)c1ccc(F)cc1 | 15 | 3 | -4 | 0 | 0.5 | -0.9 | -6 | -6
O=C(CN1CCc2ccccc2C1)Nc1ccccc1C(=O)NC1CC1 | 2 | 3 | 4 | 20 | 0.2 | 0.0 | 1 | -1
CN(C(=O)c1cc(COc2ccc(F)cc2Cl)on1)C1CCCc2ccccc21 (stereo not drawn) | -1 | -2 | 12 | 3 | -0.5 | 0.0 | 9 | 6
CCCC(=O)Nc1ccc2c(c1)C(=O)N(C)[C@H]1CC[C@@H](CC(=O)NCc3ccccc3Cl)O[C@H]1CO2 | -17 | -3 | 11 | 11 | -0.4 | 0.0 | . | 8
COCCn1c(SC2CCOC2=O)nc2ccccc2c1=O (stereo not drawn) | 19 | 1 | 18 | -2 | -3.1 | 0.2 | -15 | 0
CC(=O)Nc1ccc(NC(=O)CCCSc2nc3ccccc3s2)cc1 | 2 | 7 | 17 | 7 | -2.8 | 0.2 | -15 | 11
CN1C(=O)NC(c2ccc(O)cc2)C2=C1CN(c1ccc(O)cc1)C2=O (stereo not drawn) | -2 | 4 | 3 | -6 | 2.9 | 0.1 | -5 | 3
CCCc1nc2c(ccc3ccccc32)cc1CC | 1 | 2 | -3 | 0 | 1.5 | 0.4 | -2 | 2
O=C1CCC(c2ccccc2)=NN1 | 19 | 2 | 7 | -5 | 3.8 | 0.5 | -6 | -11
CSCCC(NC(=O)c1ccccc1Cl)C(=O)Nc1ccc(C)c(S(=O)(=O)N2CCOCC2)c1 (stereo not drawn) | -2 | -21 | . | 4 | 0.4 | 0.0 | -3 | 4
O=C(Nc1ccc(-c2ccccc2)cc1)[C@H]1[C@H](CO)[C@H]2Cn3c(cccc3=O)[C@@H]1N2Cc1cncnc1 | 8 | -6 | -18 | ? | 3.0 | 0.1 | 2 | -6
O=C(NCC1CCCO1)c1cccc(S(=O)(=O)N2CCCCC2)c1 (stereo not drawn) | 10 | 5 | -4 | -2 | 0.7 | 0.1 | -1 | 3
C[C@H](CO)N1C[C@H](C)[C@@H](CN(C)CC2CCCCC2)Oc2c(NC(=O)c3ccncc3)cccc2C1=O | -2 | 2 | -2 | 5 | 0.9 | 0.8 | 9 | -13
O=C(C[C@@H]1C=C[C@H](NC(=O)Cc2cccnc2)[C@@H](CO)O1)NCc1ccc2c(c1)OCO2 | 2 | 2 | 16 | -3 | -2.0 | 0.5 | 3 | 0
Cc1cccc(C)c1OCCn1nnc2ccccc21 | 1 | 0 | -3 | -1 | 3.3 | 0.5 | -6 | 2
COc1cc(OC)cc(C(=O)NCC(=O)OCC(=O)Nc2ccc(C)c(S(=O)(=O)N3CCOCC3)c2)c1 | 6 | 3 | -9 | . | 1.3 | 0.0 | 4 | 0
COc1ccc(-c2ccc(NS(=O)(=O)c3ccc([N+](=O)[O-])cc3)cc2)nn1 | -8 | 0 | -17 | 1 | 1.4 | 0.0 | 5 | 2
O=C(Nc1nc(=O)c2ccccc2s1)c1ccc(F)cc1 | 26 | 3 | . | 1 | -2.6 | . | 1 | -7
C[C@H](CO)N1C[C@H](C)[C@@H](CN(C)C)Oc2ncc(/C=C/c3ccccc3)cc2C1=O | -14 | -8 | . | 4 | -0.1 | -0.9 | -2 | -5
C[C@@H]1CN([C@H](C)CO)C(=O)c2cc(NC(=O)CCCCCC(=O)Nc3ccccc3N)ccc2O[C@@H]1CN(C)C | 11 | 11 | 3 | -7 | -1.4 | -1.1 | . | -7
COc1ccc(CCNC(=O)c2ccc([N+](=O)[O-])cc2)cc1 | 1 | 4 | 8 | 1 | -0.2 | ? | -2 | 5
CC1(C)Cc2ccccc2C(Nn2cnnc2)=N1 | 13 | -3 | . | 4 | -1.9 | . | 0 | -7
Cc1ccc(S(=O)(=O)N2CCCCC2)cc1NC(=O)CCOc1ccccc1 | -20 | 18 | 35 | 72* | 0.9 | 0.0 | 2 | 6
COC(=O)c1ccc(/C=N/NC(=O)C(=O)N2CCCCCC2)cc1 | 8 | 4 | -3 | -6 | -0.2 | 0.0 | . | .
COCc1cc(CNC(=O)C2CCC(=O)N(Cc3cccc(OC)c3)C2)[nH]n1 (stereo not drawn) | 8 | -8 | . | -1 | 0.6 | 0.2 | -22 | -8
CC(Sc1nnc(Nc2ccccc2)s1)C(=O)Nc1nc(-c2ccccc2)cs1 (stereo not drawn) | 7 | 1 | -10 | 7 | -0.4 | 0.0 | -11 | -18
CCC(c1nnnn1C1CCCC1)N1CCN(C/C=C/c2ccccc2)CC1 (stereo not drawn) | -20 | -1 | 12 | 3 | -1.0 | -0.1 | . | -7
CCOC(=O)c1sc(-c2ccc(Br)cc2)cc1N | -3 | 4 | . | 4 | -0.8 | . | 1 | -117

Already shown: an excerpt of the list.
Molecule | INS-1E GSIS act | ERp5 block | PAX8 inh HTS | DENV2 CPE rescue | F508del corr | Xi reactivation | ARNT TACC3 PPI | EWS-Fli block
CC(C)NC(=O)N1CC[C@H]2[C@@H]1c1cc(C#Cc3ccccc3)ccc1N(C)[C@H]2CO | 15 | . | -25 | . | -0.5 | 0.3 | 8 | -9
CCCC#Cc1ccc2c(c1)O[C@@H](CN(C)C(=O)NCCC)[C@@H](C)CN([C@H](C)CO)S2(=O)=O | -8 | -7 | 0 | 0 | -0.1 | -0.3 | -4 | 3
COCCCN(C(=S)Nc1cccc(Cl)c1)C(C)c1ccncc1 (stereo not drawn) | 0 | 3 | 46 | 9 | . | 0.0 | -4 | 3
CC(=O)c1ccc(Nc2nc(C(C)N)cs2)cc1 (stereo not drawn) | . | 3 | -6 | 11 | -3.8 | -0.1 | . | -21
COc1cc(NC(=S)NC(=O)CCc2ccccc2)cc(OC)c1 | 4 | 3 | 0 | -2 | -2.9 | -0.1 | 10 | 0
C[C@@H]1CN([C@@H](C)CO)C(=O)c2cc(NC(=O)Cc3ccccc3)ccc2O[C@H]1CN(C)S(=O)(=O)c1ccc(F)cc1 | -21 | 5 | 3 | -2 | 3.4 | 0.0 | -4 | -6
CCOC(=O)c1c(NC(=O)CN2CCN(C(=O)c3ccco3)CC2)sc(C)c1C | 8 | 1 | -10 | -9 | -2.3 | 0.0 | 1 | 5
C[C@H](CO)N1C[C@H](C)[C@H](CN(C)Cc2ccccc2)Oc2c(NS(=O)(=O)c3ccccc3)cccc2C1=O | 5 | 1 | 9 | -5 | 1.2 | 0.1 | . | -10
O=S(=O)(NCCN1CCOCC1)c1cc(Cl)ccc1Cl | 8 | 4 | -2 | 4 | -0.9 | 0.0 | -2 | -1
O=C(c1cccs1)N1C[C@@H](O)[C@H](n2cc(C3CC3)nn2)C[C@@H]1c1ccc(Cl)cc1 | -10 | 3 | -5 | -1 | -3.8 | . | . | 5
CCCCN(C/C=C/c1ccccc1OC)Cc1ccccc1 | -15 | 3 | 2 | 18 | 0.2 | 0.1 | -4 | 21
CCCCCCC1CC(C)(/C(C)=N/NC(N)=O)OC1=O (stereo not drawn) | 10 | 8 | . | -4 | 0.5 | . | 16 | 13

Bioassay records: PubChem, Broad Institute
